Mdm2-MdmX inh: human Mdm2/MdmX binding inhibition; SaOS-2 split-luciferase Mdm2/MdmX complementation, luminescence; inhibition, % at 8 µM; actives 3% (n = 330,000);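 active = inhibition of at least 50% at 8 µM in the primary screen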
Target sequence (O15151 whole entry, looked up): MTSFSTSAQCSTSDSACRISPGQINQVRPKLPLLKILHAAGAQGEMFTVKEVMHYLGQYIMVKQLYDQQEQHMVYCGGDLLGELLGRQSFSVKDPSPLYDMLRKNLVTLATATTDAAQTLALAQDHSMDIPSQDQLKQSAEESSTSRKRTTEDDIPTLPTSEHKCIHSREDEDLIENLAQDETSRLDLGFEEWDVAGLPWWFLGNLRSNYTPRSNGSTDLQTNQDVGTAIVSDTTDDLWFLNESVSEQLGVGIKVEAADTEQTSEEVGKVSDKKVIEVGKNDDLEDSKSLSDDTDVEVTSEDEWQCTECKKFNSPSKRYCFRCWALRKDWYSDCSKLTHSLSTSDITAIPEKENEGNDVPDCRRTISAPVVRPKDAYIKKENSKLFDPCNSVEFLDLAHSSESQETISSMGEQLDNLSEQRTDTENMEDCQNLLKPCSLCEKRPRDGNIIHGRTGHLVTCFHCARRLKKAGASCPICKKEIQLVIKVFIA
Target sequence (Q00987 whole entry, looked up): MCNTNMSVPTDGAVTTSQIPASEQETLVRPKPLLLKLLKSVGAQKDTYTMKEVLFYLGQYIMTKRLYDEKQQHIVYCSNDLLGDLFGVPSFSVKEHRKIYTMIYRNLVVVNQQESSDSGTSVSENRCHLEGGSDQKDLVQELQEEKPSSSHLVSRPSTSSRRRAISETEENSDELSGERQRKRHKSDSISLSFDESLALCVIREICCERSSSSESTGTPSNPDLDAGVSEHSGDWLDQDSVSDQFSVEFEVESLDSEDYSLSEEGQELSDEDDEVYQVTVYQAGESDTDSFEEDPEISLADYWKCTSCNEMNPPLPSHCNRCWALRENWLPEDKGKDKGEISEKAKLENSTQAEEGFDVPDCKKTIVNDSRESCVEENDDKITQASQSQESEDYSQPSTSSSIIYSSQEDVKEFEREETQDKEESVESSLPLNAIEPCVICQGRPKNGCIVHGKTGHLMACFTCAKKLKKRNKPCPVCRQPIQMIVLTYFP
CHOP UPR activ: activators of apoptotic arm of unfolded protein response (CHOP); actives 0.34% (n = 330,000); activation, % at 10 µM; AID 449763; CHO-CHOP luciferase reporter, UPR activation, luminescence; percent of tunicamycin response over DMSO baseline;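 active = at 10 µM dose, activation of 40% or more, normalized to positive control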;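 also: 100% = tunicamycin at 10 µg/mL and 0% = DMSO alone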
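Evaluation: % reporter activation, DMSO baseline versus tunicamycin full activation; System: CHO-CHOP luciferase reporter cell line; Input: 500 cells/well; Incubation: 6 h compound treatment, 37 °C; Measured by: Steady-Glo luciferase luminescence; Dosing: one dose, 10 µM in 0.5% DMSO; Buffer or medium: F12 medium, 10% FBS; Benchmarks: positive tunicamycin 10 µg/mL, negative DMSO alone.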
tim10-1 inh: growth inhibitors of tim10-1 mutant yeast; S. cerevisiae tim10-1 ts strain growth, BacTiter-Glo, 24 h; actives 2.2% (n = 330,000); inhibition, % at 20 µM;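 active = inhibition of at least 40%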;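 also: mutant grown at 25 °C; 0% = DMSO wells with yeast and 100% = wells holding no yeast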
APJ agonist: APJ receptor agonism | actives 0.11% (n = 330,000) | AID 2520 | activation, % at 20 µM | P35414 | CHO-K1 APJ PathHunter beta-arrestin, luminescence; 0% DMSO wells, 100% apelin;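 active = activation more than six SD over the plate average, tested at 20 µM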;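 also: 0% = DMSO alone and 100% = apelin-13 at 10 nM; some results filed as inactive read as strong as hits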
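Incubation: overnight seeding, 90 min compound at 25 °C, 1 h detection; test system: PathHunter CHO-K1 APJ (AGTRL-1) beta-arrestin reporter cells; amount: 1000 cells/well; doses: one dose, 20 µM compound, 1% DMSO; measured by: beta-gal luminescence; measure: agonist-driven arrestin binding to APJ; benchmarks: negative DMSO alone, positive Apelin-13 at 10 nM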
tim23-1 inh: inhibits growth of tim23-1 mutant yeast. S. cerevisiae tim23-1 growth, BacTiter-Glo luminescence, 24 h. actives 1.3% (n = 330,000). inhibition, % at 20 µM;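 active = growth inhibition of the mutant yeast at or above 50%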;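 also: temperature-sensitive mutant grown at 25 °C; plate controls were DMSO-treated mutant yeast for no effect and medium wells lacking yeast for full effect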
CXCR6 block: CXCR6 (human) receptor inhibition; O00574; CHO-K1 PathHunter CXCR6 beta-arrestin, luminescence; inhibition, % at 20 µM; actives 0.36% (n = 360,000); AID 602244; in the data active = inhibition above about 34%, passing the limit was not always enough;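 also: antagonist mode with CXCL16 agonist at 10 nM final; 0% = 10 nM CXCL16 with DMSO and 100% = unstimulated wells without agonist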
TIM10 inh: growth inhibitors of TIM10 yeast strain. S. cerevisiae TIM10 strain growth, BacTiter-Glo luminescence, 24 h. inhibition, % at 10 µM. actives 1.4% (n = 330,000). AID 463195;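 active = inhibition of 40% or more at the single tested concentration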;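 also: wild-type TIM10 isogenic control strain grown at permissive 25 °C; 0% = DMSO yeast wells and 100% = minimal medium wells without yeast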
XBP1 UPR activ: activators of adaptive arm of unfolded protein response (XBP1); activation, % at 20 µM; actives 0.33% (n = 330,000); AID 463104; CHO-XBP1 luciferase reporter, IRE1-XBP1 UPR activation, luminescence; percent of tunicamycin response, DMSO as zero;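 active = versus positive control, 20 µM dose yields 30% or more activation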;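 also: 100% = tunicamycin at 10 µg/mL and 0% = DMSO only wells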
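Test system: CHO-XBP1 luciferase reporter cells | Buffer or medium: Serum-containing F12 medium, 10% FBS | Schedule: 6 h compound exposure at 37 °C, 5% CO2 | Detection: Steady-Glo luciferase glow luminescence, 10 min after reagent addition | Read-out basis: Activation, % of tunicamycin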
APJ antagonist: APJ receptor antagonism; P35414; AID 2521; CHO-K1 APJ beta-arrestin complementation, luminescence; actives 0.32% (n = 330,000); inhibition, % at 20 µM;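 active = inhibition above about 40% at 20 µM, limit read from the data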;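 also: cells challenged with 10 nM apelin-13 agonist together with compound; plate controls were apelin-13 plus DMSO wells for no effect and DMSO wells lacking apelin-13 for full effect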
* = called active by the depositor.

Preview (2 entries):
`COc1ccc(CC(=O)Nc2cc(S(=O)(=O)N3CCCCC3)ccc2N2CCN(C)CC2)cc1` gave Mdm2-MdmX inh -9.0, CHOP UPR activ 0.6, tim10-1 inh -1.3, APJ agonist -1.3, tim23-1 inh 5.8, CXCR6 block 1.0, TIM10 inh -3.4, XBP1 UPR activ -2.0 and APJ antagonist 0.0.
Screening COc1ccc(NC(=O)c2ccc(-c3ccc(C)c4ccccc34)o2)cc1 returned Mdm2-MdmX inh -27.9, CHOP UPR activ 3.4, tim10-1 inh 6.0, APJ agonist -1.5, tim23-1 inh 1.3, CXCR6 block 1.4, TIM10 inh 6.0, XBP1 UPR activ 1.7 and APJ antagonist -4.5.

The whole of this part, previewed entries included:
`COc1ccc(CC(=O)Nc2cc(S(=O)(=O)N3CCCCC3)ccc2N2CCN(C)CC2)cc1` gave Mdm2-MdmX inh -9.0, CHOP UPR activ 0.6, tim10-1 inh -1.3, APJ agonist -1.3, tim23-1 inh 5.8, CXCR6 block 1.0, TIM10 inh -3.4, XBP1 UPR activ -2.0 and APJ antagonist 0.0.
Screening COc1ccc(NC(=O)c2ccc(-c3ccc(C)c4ccccc34)o2)cc1 returned Mdm2-MdmX inh -27.9, CHOP UPR activ 3.4, tim10-1 inh 6.0, APJ agonist -1.5, tim23-1 inh 1.3, CXCR6 block 1.4, TIM10 inh 6.0, XBP1 UPR activ 1.7 and APJ antagonist -4.5.
For COc1ccc(C(=O)N/C(=C\c2cn(C)c3ccccc23)C(=O)NCCCN2CCOCC2)cc1 the results were Mdm2-MdmX inh 5.7, CHOP UPR activ -1.5, tim10-1 inh -1.4, APJ agonist -3.8, tim23-1 inh 6.3, CXCR6 block 4.8, TIM10 inh -1.9, XBP1 UPR activ -1.9 and APJ antagonist -22.8.
Screening CCOc1cccc(CNCCO)c1OCc1ccc(Cl)cc1Cl returned Mdm2-MdmX inh 44.0, CHOP UPR activ 1.2, tim10-1 inh 3.1, APJ agonist -0.7, tim23-1 inh 9.1, CXCR6 block -2.7, TIM10 inh 9.9, XBP1 UPR activ 1.4 and APJ antagonist -12.1.
Screening Cc1ccc(C(=O)OCC(=O)NCC(F)(F)F)cc1C returned Mdm2-MdmX inh 7.1, CHOP UPR activ 0.4, tim10-1 inh 7.5, APJ agonist -3.0, tim23-1 inh 6.4, CXCR6 block -0.6, TIM10 inh 17.7, XBP1 UPR activ 0.3 and APJ antagonist -13.4.
CCCN(C(=O)COC(=O)Cn1c(=O)oc2ccccc21)c1c(N)n(Cc2ccccc2)c(=O)[nH]c1=O was read as Mdm2-MdmX inh 3.7, CHOP UPR activ 1.1, tim10-1 inh -3.3, APJ agonist 6.1, tim23-1 inh -7.0, CXCR6 block -1.7, TIM10 inh 7.8, XBP1 UPR activ -0.6 and APJ antagonist 11.6.
`CN1CCN(NC(=O)c2ccc(Cl)c([N+](=O)[O-])c2)CC1` gave Mdm2-MdmX inh 24.9, CHOP UPR activ 4.2, tim10-1 inh -4.2, APJ agonist -1.1, tim23-1 inh -4.6, CXCR6 block -1.1, TIM10 inh -7.2, XBP1 UPR activ 0.9 and APJ antagonist -18.6.
COc1ccc(/C=C/C(=O)NCc2c(C)nn(C)c2C)cc1COc1ccc(Br)cc1 was read as Mdm2-MdmX inh 46.7, CHOP UPR activ -0.2, tim10-1 inh 37.3, APJ agonist -4.1, tim23-1 inh 26.1, CXCR6 block 0.3, TIM10 inh 17.5, XBP1 UPR activ -4.0 and APJ antagonist -2.5.
For COCC(C)NS(=O)(=O)c1ccccc1 (stereo not given) the results were Mdm2-MdmX inh -37.2, CHOP UPR activ 0.4, tim10-1 inh 8.3, APJ agonist -1.0, tim23-1 inh 29.1, CXCR6 block 1.1, TIM10 inh -7.8, XBP1 UPR activ -0.5 and APJ antagonist 9.0.
Cc1ccccc1NC(=O)C1C2/C=C\CCCCC21 (stereo not given) was read as Mdm2-MdmX inh -8.3, CHOP UPR activ -0.4, tim10-1 inh -0.9, APJ agonist -2.4, tim23-1 inh 16.1, CXCR6 block -9.3, TIM10 inh 12.2, XBP1 UPR activ -1.7 and APJ antagonist -20.1.
For CC(C)c1ccc(/C=C2\SC(=S)N(CCC(=O)NCCCn3ccnc3)C2=O)cc1 the results were Mdm2-MdmX inh 13.8, CHOP UPR activ 4.5, tim10-1 inh 16.2, APJ agonist 1.6, tim23-1 inh -9.2, CXCR6 block 4.7, TIM10 inh 7.0, XBP1 UPR activ 2.6 and APJ antagonist 14.4.
Screening COc1ccccc1NC(=O)Cc1nn(C)c(=O)c2ccccc12 returned Mdm2-MdmX inh 21.9, CHOP UPR activ 4.4, tim10-1 inh -7.7, APJ agonist 1.8, tim23-1 inh -5.5, CXCR6 block 2.6, TIM10 inh -10.4, XBP1 UPR activ -0.1 and APJ antagonist 3.0.
For CCOC(=O)c1c(NC(=O)c2ccco2)sc2c1CCCCC2 the results were Mdm2-MdmX inh 13.3, CHOP UPR activ 0.4, tim10-1 inh 17.3, APJ agonist -6.1, tim23-1 inh 49.2, CXCR6 block 2.1, TIM10 inh 28.8, XBP1 UPR activ 4.3 and APJ antagonist -9.5.
Screening N#CC1(NC(=O)COC(=O)CCCN=C2NS(=O)(=O)c3ccccc32)CCCCC1 returned Mdm2-MdmX inh 13.9, CHOP UPR activ 0.2, tim10-1 inh 8.9, APJ agonist -5.5, tim23-1 inh 12.9, CXCR6 block 1.7, TIM10 inh 6.2, XBP1 UPR activ 0.3 and APJ antagonist 8.8.
For O=S(=O)(NCC(c1cccnc1)N1CCN(c2ccccc2F)CC1)c1cccs1 (stereo not given) the results were Mdm2-MdmX inh 12.6, CHOP UPR activ 4.0, tim10-1 inh -14.6, APJ agonist 6.9, tim23-1 inh -92.7, CXCR6 block -2.7, TIM10 inh -38.4, XBP1 UPR activ -1.7 and APJ antagonist -4.4.
For NC(=Nc1ccccc1)NC(=O)c1nc(Cl)c(N)nc1N the results were Mdm2-MdmX inh 33.6, CHOP UPR activ 4.6, tim10-1 inh -18.7, APJ agonist -1.5, tim23-1 inh -18.0, CXCR6 block 1.8, TIM10 inh 0.6, XBP1 UPR activ -3.9 and APJ antagonist -8.5.
For C=CCN(c1ccccc1)S(=O)(=O)c1ccc(Cl)c(C(=O)OCC(=O)N(C)C2CCS(=O)(=O)C2)c1 (stereo not given) the results were Mdm2-MdmX inh -5.1, CHOP UPR activ -1.6, tim10-1 inh 7.3, APJ agonist -3.3, tim23-1 inh -0.6, CXCR6 block 7.3, TIM10 inh 21.3, XBP1 UPR activ -3.1 and APJ antagonist 5.5.
O=C(NCc1ccc(Cl)cc1)c1n[nH]c([N+](=O)[O-])c1Cl was read as Mdm2-MdmX inh -13.3, CHOP UPR activ 2.6, tim10-1 inh 4.2, APJ agonist -3.0, tim23-1 inh 0.1, CXCR6 block 7.9, TIM10 inh -7.1, XBP1 UPR activ -1.3 and APJ antagonist 5.0.
`O=C(NNS(=O)(=O)c1ccc2ccccc2c1)c1cccnc1` gave Mdm2-MdmX inh 2.7, CHOP UPR activ 4.8, tim10-1 inh 6.4, APJ agonist 0.8, tim23-1 inh 5.1, CXCR6 block 4.6, TIM10 inh 3.4, XBP1 UPR activ -1.9 and APJ antagonist -16.9.
For O=C1Nc2ccccc2C12Nc1ccccc1S2 (stereo not given) the results were Mdm2-MdmX inh -10.4, CHOP UPR activ 7.0, tim10-1 inh 11.8, APJ agonist 0.5, tim23-1 inh 8.6, TIM10 inh 5.4, XBP1 UPR activ 0.4 and APJ antagonist 12.0.
Screening O=C1CC(N2CCN(c3ccccc3Cl)CC2)C(=O)N1c1ccccc1 (stereo not given) returned Mdm2-MdmX inh 36.7, CHOP UPR activ -0.9, tim10-1 inh 49.5*, APJ agonist 0.8, tim23-1 inh 11.0, CXCR6 block 5.0, TIM10 inh -11.9, XBP1 UPR activ -2.0 and APJ antagonist 6.0.
`Cc1ccc(C(=O)NCCc2ccccc2)cc1N1CCCC1=O` gave Mdm2-MdmX inh -17.9, CHOP UPR activ 1.8, tim10-1 inh -0.5, APJ agonist -1.7, tim23-1 inh -12.9, CXCR6 block -3.3, TIM10 inh -5.3, XBP1 UPR activ -3.7 and APJ antagonist -23.8.
`Cc1cccc(NC(=O)C2CCCN(C(=O)Nc3ccccc3)C2)c1C` (stereo not given) gave Mdm2-MdmX inh -2.2, CHOP UPR activ -2.5, tim10-1 inh 6.5, APJ agonist 0.1, tim23-1 inh -5.3, CXCR6 block -0.5, TIM10 inh 1.4, XBP1 UPR activ 1.9 and APJ antagonist 7.0.
Screening O=C(c1cc2ccccc2o1)N1CCN(C/C=C/c2ccccc2)CC1 returned Mdm2-MdmX inh 7.1, CHOP UPR activ 0.1, tim10-1 inh 6.9, APJ agonist -3.7, tim23-1 inh 17.9, CXCR6 block -4.4, TIM10 inh 2.9, XBP1 UPR activ -4.0 and APJ antagonist -6.5.
O=C(Cc1ccsc1)NCc1ccccc1F was read as Mdm2-MdmX inh 3.2, CHOP UPR activ 0.9, tim10-1 inh -6.4, APJ agonist -1.1, tim23-1 inh -7.9, CXCR6 block -3.7, TIM10 inh 2.7, XBP1 UPR activ -6.1 and APJ antagonist -4.6.
`CCOc1ccc(N(C(=O)/C=C/C(=O)Nc2cc(C)on2)C(C(=O)NC2CCCC2)c2ccccc2C)cc1` (stereo not given) gave Mdm2-MdmX inh 81.3*, CHOP UPR activ 2.7, tim10-1 inh 9.9, APJ agonist 0.1, tim23-1 inh 12.6, CXCR6 block -2.5, TIM10 inh 4.8, XBP1 UPR activ -2.4 and APJ antagonist 7.9.
For Cc1ccc(C2=NOC(C)(c3nnc(Cc4ccccc4)o3)C2)cc1 (stereo not given) the results were Mdm2-MdmX inh 10.3, CHOP UPR activ 1.4, tim10-1 inh -10.4, APJ agonist -1.2, tim23-1 inh 8.8, CXCR6 block 3.8, TIM10 inh -12.4, XBP1 UPR activ -0.8 and APJ antagonist 6.0.
Screening CCOC(=O)C1(CCOC)CCN(Cc2nc(C(C)C)cs2)CC1 returned Mdm2-MdmX inh -15.5, CHOP UPR activ 0.9, tim10-1 inh 13.6, APJ agonist -2.1, tim23-1 inh 4.6, CXCR6 block -1.7, TIM10 inh -1.9, XBP1 UPR activ 2.6 and APJ antagonist -5.4.
NC(=S)N/N=C/c1ccccc1 was read as Mdm2-MdmX inh -19.6, CHOP UPR activ 0.5, tim10-1 inh -6.4, APJ agonist -1.7, tim23-1 inh -3.8, CXCR6 block -0.9, TIM10 inh 2.7, XBP1 UPR activ -0.3 and APJ antagonist 3.2.
`O=C(CCc1nc(-c2ccccc2Cl)no1)Nc1cccnc1` gave Mdm2-MdmX inh -10.4, CHOP UPR activ 1.7, tim10-1 inh 14.8, APJ agonist -2.4, tim23-1 inh 9.3, CXCR6 block -6.4, TIM10 inh -10.7, XBP1 UPR activ 0.3 and APJ antagonist -4.2.
Cc1ccc(N2CCN(S(=O)(=O)N3CCCCC3)CC2)cc1C was read as Mdm2-MdmX inh -1.5, CHOP UPR activ 0.7, tim10-1 inh 9.8, APJ agonist -3.5, tim23-1 inh 9.0, CXCR6 block -3.2, TIM10 inh 19.3, XBP1 UPR activ 0.4 and APJ antagonist 7.7.

An excerpt; rates above refer to the full screens.
